# mIDH1 inhibitor – human IDH1 R132H inhibition; hit rate 0.093% among 390,000; Potency, µM (doses to about 76.6 µM), for inactives: at the highest dose activity change, negative = inhibition, hits mostly inhibitors; IDH1-R132H enzyme, NADPH consumption, diaphorase/resazurin fluorescence; further: potency means the concentration at half of the fitted maximal effect; on the % scale 0 is the no-effect control and ±100 the full control effect; nearly all actives have a fitted effect of over 65% in size
#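 IDH1-R132H (0.5 ug/mL dispensed) in pH 7.5 Tris buffer was preincubated 30 min with compound, then given a substrate mix of 0.016 mM NADPH and 2 mM alpha-KG for 80 min at room temperature; remaining NADPH was read by diaphorase/resazurin fluorescence.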
# PI4K2A block – inhibitors of human PI4K2A; activity change, negative = inhibition, % at 76.9 µM; AID 1346378; purified PI4K2A, ADP-Glo luminescence, 1 h; hits give low values; hit rate 0.13% among 420,000; in the data active means activity change below about -50%; inconclusive means mostly about -30% to -49%;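 further: -100% = wells without enzyme as full effect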
#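 In this quantitative HTS, ADP production by PI4K2A was quantified luminescently after 1 h at ambient temperature; 100 microM adenosine served as plate-quality control.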
# TrxR1 substrate – substrates of rat thioredoxin reductase 1 | hit rate 0.01% among 390,000 | O89049 | AID 588456 | Potency, µM (titrated, usually from 114 µM), for inactives: top-dose activity change, negative = substrate turnover | purified TrxR1 substrate turnover, NADPH consumption readout; further: potency means the concentration at half of the fitted maximal effect; on the % scale 0 is the no-effect control and ±100 the full control effect; nearly all actives have a fitted effect of over 50% in size
#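 Rat TrxR1, dispensed at 90 nM, was prereduced with 400 uM NADPH (final) for 5 min at ~22 deg C, then incubated with compound 15 min before 400 uM selenite. A first-read NADPH fluorescence drop versus no-compound background flagged substrates.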
# HP1b chromo inh – HP1-beta chromodomain-methylated histone interaction inhibition | P83916 | AlphaScreen HP1-beta / biotin-H3K9me3 peptide binding | Potency, µM (top dose mostly 114 µM), for inactives: at the top dose activity change, negative = inhibition, most hits filed as inhibitors | hit rate 0.56% among 390,000 | AID 540317; further: potency means the concentration at half of the fitted maximal effect; nearly all actives have a fitted effect of over 70% in size; inactives centre near 23
#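 Compound inhibition of the preformed complex between 50 nM HP1-beta and 50 nM biotinylated H3K9me3 peptide was read by AlphaScreen. Buffer was PBS pH 7.4 with 0.01% Tween-20. Incubations ran 30 min at room temperature, with 10 ug/mL donor/acceptor beads.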
# USP1 inh – inhibitors of human USP1/UAF1 deubiquitinase; hit rate 0.23% among 390,000; O94782; Potency, µM (series often up to 57.1 µM), inactives show at the top dose activity change, negative = inhibition, actives largely listed as inhibitors; recombinant USP1/UAF1, Ub-Rhodamine cleavage fluorescence; AID 743255; further: potency means the concentration at half of the fitted maximal effect; on the % scale 0 is the no-effect control and ±100 the full control effect; nearly all actives have a fitted effect of over 60% in size; inactives centre near -12
# Target sequence (O94782 whole entry, looked up): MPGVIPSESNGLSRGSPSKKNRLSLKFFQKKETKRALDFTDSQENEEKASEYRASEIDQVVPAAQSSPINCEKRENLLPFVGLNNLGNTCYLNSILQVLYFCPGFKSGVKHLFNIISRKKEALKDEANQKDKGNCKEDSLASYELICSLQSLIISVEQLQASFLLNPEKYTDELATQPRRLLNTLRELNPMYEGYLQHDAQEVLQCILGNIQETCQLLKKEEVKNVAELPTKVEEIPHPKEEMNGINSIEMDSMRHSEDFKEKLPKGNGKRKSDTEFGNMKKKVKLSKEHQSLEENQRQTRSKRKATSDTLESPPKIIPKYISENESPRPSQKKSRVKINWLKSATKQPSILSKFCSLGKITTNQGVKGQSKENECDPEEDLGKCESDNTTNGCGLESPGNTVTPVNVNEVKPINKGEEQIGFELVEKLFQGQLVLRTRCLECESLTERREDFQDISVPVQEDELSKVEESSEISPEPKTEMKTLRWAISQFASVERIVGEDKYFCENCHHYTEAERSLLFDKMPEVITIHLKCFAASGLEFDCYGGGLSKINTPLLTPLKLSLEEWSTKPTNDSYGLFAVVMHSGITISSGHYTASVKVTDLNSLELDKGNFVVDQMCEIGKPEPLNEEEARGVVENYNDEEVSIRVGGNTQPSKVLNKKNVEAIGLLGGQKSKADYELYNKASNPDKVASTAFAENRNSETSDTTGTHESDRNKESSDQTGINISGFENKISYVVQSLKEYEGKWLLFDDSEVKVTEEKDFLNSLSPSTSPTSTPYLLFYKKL
#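 USP1/UAF1 complex (1 nM) preincubated 15 min at room temperature with compound, then Ub-Rho substrate (150 nM final) added. Kinetic fluorescence at 480/540 nm over 6 reads at 60 s intervals; 50 mM HEPES pH 7.8, 0.5 mM EDTA, 0.1 mg/ml BSA, 1 mM TCEP, 0.01% Tween-20.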
# PGK inhibitor – blocks T. brucei phosphoglycerate kinase; AID 602233; PGK/GAPDH coupled, Kinase-Glo luminescence, 60 min; Potency, µM (series often up to 57.5 µM), without a hit: top-dose activity change, negative = inhibition, most hits filed as inhibitors; hit rate 0.043% among 380,000; further: potency means the concentration at half of the fitted maximal effect; on the % scale 0 is the no-effect control and ±100 the full control effect; nearly all actives have a fitted effect of over 60% in size
#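 Recombinant glycosomal PGK reaction used 1,3-bisphosphoglycerate generated in-well by GAPDH (100nM final) in 100mM TEA pH 7.6, 5mM MgCl2, 0.01% Tween-20. After 60 minutes at room temperature, ATP was read by Kinase-Glo Plus luminescence end-point.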
# Pin1 inhibitor – blocks the human prolyl isomerase Pin1. Q13526. Pin1 FP peptide displacement, HiFluor488, 10 min. Potency, µM (doses to about 115 µM), for inactives: at the top dose activity, negative = inhibition, usual class: inhibitors. hit rate 0.009% among 390,000. AID 504891; active means well fitted inhibition curve with a large enough effect in the polarisation, with a control signal flat, not every such curve was filed as active; inconclusive means small, poorly fitted or top-dose-only effect, or effect the other way, or a change in a side signal; inactive means no such curve, though single readings can be large or run the other way; the % refers to the polarisation; further: potency means the concentration at half of the fitted maximal effect; on the % scale 0 is the no-effect control and ±100 the full control effect
# Target sequence (Q13526 whole entry, looked up): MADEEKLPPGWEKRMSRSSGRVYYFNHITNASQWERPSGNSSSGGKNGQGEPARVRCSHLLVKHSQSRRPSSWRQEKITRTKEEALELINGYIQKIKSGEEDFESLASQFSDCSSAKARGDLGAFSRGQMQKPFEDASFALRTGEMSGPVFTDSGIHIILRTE
# GLS inhibitor – inhibitors of human glutaminase (GLS); AID 624170; Potency, µM (highest dose often 45.5 µM), inactives show at the highest dose activity change, negative = inhibition, actives largely listed as inhibitors; GLS enzymatic activity, qHTS titration; hit rate 0.21% among 410,000; O94925; further: potency means the concentration at half of the fitted maximal effect; on the % scale 0 is the no-effect control and ±100 the full control effect
#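 Two-point fluorescence kinetic (t0, 30 min RT) for hKGA; glutamate detected via glutamate oxidase–HRP–Amplex Red. Substrate: 1 mM L-glutamine solution; buffer 45 mM KH2PO4, pH 8.2.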
# TrxR1 inh – blocks rat thioredoxin reductase 1; O89049; recombinant rTrxR1, NADPH fluorescence consumption, selenite substrate; Potency, µM (highest dose often 114 µM), without a hit: at the highest dose activity change, negative = inhibition, hits mostly inhibitors; hit rate 1% among 390,000; AID 588453; further: potency means the concentration at half of the fitted maximal effect; on the % scale 0 is the no-effect control and ±100 the full control effect; nearly all actives have a fitted effect of over 65% in size
#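 Rat TrxR1 (90 nM in the dispensed reagent) was pre-reduced with 400 uM NADPH for 5 min at room temperature, then incubated with compound for 15 min. After 400 uM selenite was added, NADPH fluorescence (Ex 340/Em 450 nm) was followed for 8 min.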
# * hit, by the source's call; i = inactive; ? = inconclusive; . = not tested or not shown; [ ] = dose if it differs, or a comment. Unless noted, the call rests on the fitted dose curve; in most records, active means well fitted curve in the direction sought with a large enough effect; inconclusive means small, poorly fitted or top-dose-only effect, or another doubt; inactive means no such curve, though single readings can be large; an effect the other way counts as inactive or inconclusive. A portion of the library (hit frequency here may not be typical).
# Every second line gives: mIDH1 inhibitor, PI4K2A block, TrxR1 substrate, HP1b chromo inh, USP1 inh, PGK inhibitor, Pin1 inhibitor, GLS inhibitor, TrxR1 inh
- Clc1ccc(SCc2cn3ccccc3n2)cc1
 : 6%, -4, -3%[57.1 µM], 16%, -25%, -7%, -8%, -6%, 6%[57.1 µM]
- O=[N+]([O-])/C(C(Cl)=C(Cl)Cl)=C(/Sc1ccccc1)N1CCCCC1
 : 9%, 1, 13%[2.29 µM], -36%, -17%, -5%, -7%, 36%[activator], -3%[57.1 µM]
- N#Cc1ccc(-c2csc(NC(=O)c3cc(-c4cccs4)nc4ccccc34)n2)cc1
 : -4%, 2, 5%[57.1 µM], 16%, -4%, i, 23%, 1%, 25%[57.1 µM]
- CC(=O)[C@H]1[C@H]([C@H](O)[C@H](O)CO)O[C@](O)(C(=O)O)C[C@@H]1O
 : 2%, -3, 12%, 34%, -24%, -10%, 0%, -8%, 4%
- Cc1ccnc2nc(C(=O)OCCOc3ccccc3)nn12
 : 5%, 0, -4%, 54%[activator], -13%, i, -15%, -1%, 3%
- C=CCn1c(SCC(=O)c2ccc(OC)cc2)nnc1-c1ccc2c(c1)OCO2
 : 9%, 0, 4%[57.1 µM], 23%, ?, -3%, 2%, 9%, 11%[57.1 µM]
- CCN(CC)S(=O)(=O)c1ccc(S(=O)(=O)N(Cc2ccccn2)Cc2ccco2)cc1
 : 4%, 0, 4%, 6%, -12%, ., 0%, 0%, 9%
- O=C1CSc2ccc(C(=O)NCC(c3ccco3)N3CCCCC3)cc2N1 (configuration not stated)
 : -8%, -5, 8%[57.1 µM], 22%, -7%, -3%, 8%, -3%, 16%[11.4 µM]
- CCOC(=O)c1c(NC(NC(C)=O)C(Cl)(Cl)Cl)sc2c1CCCC2 (configuration not stated)
 : -15%, 1, -4%[57.1 µM], -13%, -9%, -7%, 5%, -10%, -1%[57.1 µM]
- Cc1cccc(OCCC(=O)NNC(=O)c2ccoc2C)c1
 : 0%, 4, 1%, 25%, -13%, 2%, 5%, 5%, 23%
- Cn1nc(C(F)(F)F)c(CO)c1Sc1ccc(F)cc1
 : 18%, 1, 11%[57.1 µM], 22%, 3%, 6%, -12%, 0%, 17%[11.4 µM]
- N#Cc1nc(-c2cccs2)oc1NCCc1ccccc1
 : 4%, 9, 215%[activator][57.1 µM], ?, -30%, i, 3%, -4%, -49%
- COc1cc(C=NNC(=O)C(=O)Nc2cccc(Cl)c2)cc(OC)c1O
 : -18%, 4, ., ., -14%, i, ., 11%, .
- OCCC#Cc1c(-c2ccsc2)sc2ccccc12
 : -4%[38.3 µM], -8, 7%, 18%, -24%, -3%, 0%, 1%, 8%
- COc1cc(N(Cc2ccccc2)Cc2ccccc2)c2ncn(C(C)C)c2c1
 : -5%, -3, 13%, 10%, -33%, -8%, -4%, 21%, 14%[57.1 µM]

# In the list so far, these have a thiophene ring, fused or not:
# Every second line gives: mIDH1 inhibitor, PI4K2A block, TrxR1 substrate, HP1b chromo inh, USP1 inh, PGK inhibitor, Pin1 inhibitor, GLS inhibitor, TrxR1 inh
- N#Cc1ccc(-c2csc(NC(=O)c3cc(-c4cccs4)nc4ccccc34)n2)cc1
 : -4%, 2, 5%[57.1 µM], 16%, -4%, i, 23%, 1%, 25%[57.1 µM]
- CCOC(=O)c1c(NC(NC(C)=O)C(Cl)(Cl)Cl)sc2c1CCCC2 (configuration not stated)
 : -15%, 1, -4%[57.1 µM], -13%, -9%, -7%, 5%, -10%, -1%[57.1 µM]
- N#Cc1nc(-c2cccs2)oc1NCCc1ccccc1
 : 4%, 9, 215%[activator][57.1 µM], ?, -30%, i, 3%, -4%, -49%
- OCCC#Cc1c(-c2ccsc2)sc2ccccc12
 : -4%[38.3 µM], -8, 7%, 18%, -24%, -3%, 0%, 1%, 8%

# Look-ups from the entries so far:
# Under USP1 inh, N#Cc1ccc(-c2csc(NC(=O)c3cc(-c4cccs4)nc4ccccc34)n2)cc1 is listed with -4%
# Under GLS inhibitor, Cc1ccnc2nc(C(=O)OCCOc3ccccc3)nn12 is listed with -1%
# Under mIDH1 inhibitor, N#Cc1nc(-c2cccs2)oc1NCCc1ccccc1 is listed with 4%
# Under PGK inhibitor, Clc1ccc(SCc2cn3ccccc3n2)cc1 is listed with -7%

# Next part:
# Every second line gives: mIDH1 inhibitor, PI4K2A block, TrxR1 substrate, HP1b chromo inh, USP1 inh, PGK inhibitor, Pin1 inhibitor, GLS inhibitor, TrxR1 inh
- COc1cc(C(=O)Nc2cccc(S(=O)(=O)NCc3ccco3)c2)cc(OC)c1OC
 : -4%, 1, -1%, 14%, -20%, 1%, ?, -3%, 4%
- CC(=O)Nc1ccc(NC(=O)C(C)OC(=O)c2ccccc2C(=O)c2ccc(Cl)c([N+](=O)[O-])c2)cc1 (configuration not stated)
 : 2%, 1, -5%, 14%, -14%, -6%, 8%, 6%, ?
- O=C(/C=C/c1ccc(OCCCF)cc1)NCc1ccc(Cl)cc1
 : 0%, 5, -5%, 28%, -12%, -5%, 0%, -9%, -7%
- CC(C)CNC(=S)N1CCC(NC(=O)C23CC4CC(CC(C4)C2)C3)CC1
 : -4%, 2, -1%, 54%[activator], -28%, 5%, -5%, -4%, 9%
- Nc1ccn(CC(=O)NCc2ccc3c(c2)OCO3)c(=O)n1
 : -4%, 6, -1%[57.1 µM], 27%, -6%, i, 1%, 2%, 18%[57.1 µM]
- Cc1ccc(NC(=O)c2ccc3nc[nH]c3c2)c(O)c1
 : 2%, 2, -8%, 35%, -14%, i, 4%, ?, 24%[57.1 µM]
- Cc1ccc(CNC(=O)C(CC(C)C)NS(=O)(=O)c2ccc3c(c2)oc(=O)n3C)cc1 (configuration not stated)
 : -4%, -15, 6%, 19%, -18%, -5%, 8%, -8%, 43%
- COc1ccc(C(=O)N[C@H]2COC(C)(C)O[C@H]2c2ccccc2)cc1
 : -1%, 6, 5%, 30%, 5%, 3%, -7%, 11%, 3%
- O=C1c2ccccc2CCC12OC2c1ccc([N+](=O)[O-])cc1 (configuration not stated)
 : -3%, -6, ., ., -18%, 1%, ., 1%, .
- COc1ccc(N2CCN(S(=O)(=O)c3c(C)nc4sccn4c3=O)CC2)cc1
 : 1%, -6, 3%[57.1 µM], 20%, -2%, 0%, -7%, -13%, 1%[57.1 µM]
- Cc1ncc(CN2CCCC(CCC(=O)NCc3ccc(F)c(F)c3)C2)s1 (configuration not stated)
 : 0%, -1, -2%[57.1 µM], 44%[activator], -19%, i, -12%, -5%, -2%[57.1 µM]
- Cc1cc(C)n(CCc2nc3c4ccccc4nc(SCc4ccc(F)cc4)n3n2)n1
 : -1%, -2, 0%[57.1 µM], 32%, -9%, 7%, 7%, 7%, 13%[57.1 µM]
- Cc1cc(C)nc(Sc2ccc(/C=C(\C#N)C(N)=O)o2)n1
 : 2%, 0, -11%, 14%, -14%, -16%, 7%, 1%, -13%
- O=C(CN1C(=O)NC2(CCCC2)C1=O)Nc1ccc(Cl)c(C(F)(F)F)c1
 : 4%, 0, 3%, 25%, -20%, -7%, 31%[activator], -10%, 19%
- Cc1ccc(C)c(C(=O)CSc2nnnn2-c2cccnc2)c1
 : 4%, 0, 2%[11.4 µM], 64%[activator], -17%, 1%, 1%, 2%, -6%[11.4 µM]

# Some of these compounds in order of their number in GLS inhibitor, rising:
molecule,mIDH1 inhibitor,PI4K2A block,TrxR1 substrate,HP1b chromo inh,USP1 inh,PGK inhibitor,Pin1 inhibitor,GLS inhibitor,TrxR1 inh
Cc1ccc(CNC(=O)C(CC(C)C)NS(=O)(=O)c2ccc3c(c2)oc(=O)n3C)cc1 (configuration not stated),-4%,-15,6%,19%,-18%,-5%,8%,-8%,43%
Clc1ccc(SCc2cn3ccccc3n2)cc1,6%,-4,-3%[57.1 µM],16%,-25%,-7%,-8%,-6%,6%[57.1 µM]
O=C1CSc2ccc(C(=O)NCC(c3ccco3)N3CCCCC3)cc2N1 (configuration not stated),-8%,-5,8%[57.1 µM],22%,-7%,-3%,8%,-3%,16%[11.4 µM]

# Continued:
# Every second line gives: mIDH1 inhibitor, PI4K2A block, TrxR1 substrate, HP1b chromo inh, USP1 inh, PGK inhibitor, Pin1 inhibitor, GLS inhibitor, TrxR1 inh
- CCCc1cc(=O)oc2cc(C)cc(OC(C)C(=O)NCCCN3CCOCC3)c12 (configuration not stated)
 : -5%, -2, 111%[activator], 29%, -7%, -6%, -7%, 5%, 19%
- Cc1ccc(-n2nc3c(=O)n(C(C)C(=O)NCc4ccc(Cl)cc4)nc(C)c3c2C)cc1 (configuration not stated)
 : -8%, 8, 5%[57.1 µM], 48%[activator], -23%, 0%, 68%[activator], 2%, 17%[57.1 µM]
- O=C(COC(=O)C1=COCCO1)NCc1ccc(F)cc1
 : 12%, 3, -1%, 20%, -15%, 5%, -1%, 8%, 15%
- CCOC(=O)N1CCC(NC(=O)c2ccc3c(c2)N(Cc2ccc(Cl)cc2)C(=O)c2ccccc2S3(=O)=O)CC1
 : 0%, -5, -11%, 20%, -13%, 7%, 3%, -9%, 5%
- CCOc1cccc2cc(C(=O)NC(C)c3ccccc3)c(=N)oc12 (configuration not stated)
 : 2%, 2, -7%, 26%, -18%, 8%, -8%, 0%, -8%
- CCOC(=O)c1sc(NC(=O)C(C)Sc2nnc(N)s2)nc1C (configuration not stated)
 : 11%, 3, -2%, 27%, -4%, 0%, ?, 3%, 11%

# Screens as filed in PubChem.
